# Screening data (PubChem BioAssay)
# bovine MsrA act – activators of bovine methionine sulfoxide reductase A; activation, % at 10.6 µM; purified bovine MsrA, absorbance read-out; 360,000 tested, 0.3% active; in the data active means activation above about 7.5%;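 further: 0% = vehicle and 100% = reference activator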
# FAS TE block – inhibitors of human fatty acid synthase thioesterase domain; P49327; recombinant FAS-TE, OMFH fluorogenic substrate, fluorescence endpoint; inhibition, % at 15 µM; 360,000 tested, 0.67% active; AID 602261;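 active means compounds whose normalised, plate-corrected inhibition of enzyme fluorescence in the single-dose primary screen is 50% or more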;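 further: 0% = DMSO with enzyme and 100% = substrate without enzyme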
# PABP1 MLLE inh – inhibitors of microRNA-mediated deadenylation, human PABP1 MLLE binding | inhibition, % at 20 µM | AID 588489 | GST-MLLE / FITC-PAM2 fluorescence polarization | 360,000 tested, 0.36% active; in the data active means inhibition above about 35%, passing the limit was not always enough;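 further: plate controls were DMSO wells with GST-MLLE for no effect and wells lacking GST-MLLE protein for full effect; some results filed as inactive read as strong as hits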
# Rin1-Abl PPI inh – human Rin1-Abl interaction inhibition; TR-FRET Rin1/Abl binding, biochemical; inhibition, % at 7.35 µM; 360,000 tested, 0.4% active; AID 588664; in the data active means inhibition above about 5%, passing the limit was not always enough
# Neddylation inh – cullin neddylation inhibition; calls only at 25 µM; TR-FRET cullin neddylation, biochemical; P61081+Q13564; 360,000 tested, 0.58% active; in the data active means inhibition above about 36%
# Target sequence (P61081 whole entry, looked up): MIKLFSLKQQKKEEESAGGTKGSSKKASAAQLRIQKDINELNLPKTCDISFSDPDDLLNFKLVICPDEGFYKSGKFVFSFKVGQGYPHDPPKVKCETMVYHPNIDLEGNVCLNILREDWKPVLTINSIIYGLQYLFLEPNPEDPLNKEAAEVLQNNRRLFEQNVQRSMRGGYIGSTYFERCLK
# Target sequence (Q13564 whole entry, looked up): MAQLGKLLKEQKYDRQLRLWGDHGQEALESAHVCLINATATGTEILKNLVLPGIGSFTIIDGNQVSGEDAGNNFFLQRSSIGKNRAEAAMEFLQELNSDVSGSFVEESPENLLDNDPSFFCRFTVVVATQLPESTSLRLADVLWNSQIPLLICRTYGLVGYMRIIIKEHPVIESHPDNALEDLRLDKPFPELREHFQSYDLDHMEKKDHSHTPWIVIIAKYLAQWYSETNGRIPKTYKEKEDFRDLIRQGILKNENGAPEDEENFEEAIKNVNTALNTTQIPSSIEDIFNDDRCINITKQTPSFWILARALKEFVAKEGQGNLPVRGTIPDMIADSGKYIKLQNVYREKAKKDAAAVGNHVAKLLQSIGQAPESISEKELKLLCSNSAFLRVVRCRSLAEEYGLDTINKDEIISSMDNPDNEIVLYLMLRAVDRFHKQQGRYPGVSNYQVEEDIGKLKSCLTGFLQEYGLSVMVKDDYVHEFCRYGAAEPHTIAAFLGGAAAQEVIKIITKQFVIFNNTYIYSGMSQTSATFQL
# MsrA inh – bovine MsrA inhibition | purified bovine MsrA, absorbance read-out | inhibition, % at 15.5 µM | 360,000 tested, 0.75% active; in the data active means inhibition above about 4.5%;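 further: 0% = vehicle wells with enzyme and 100% = reference inhibitor wells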
# CSN deneddyl inh – blocks human CSN-mediated cullin deneddylation; Q92905; Purified CSN, SCF-Nedd8-OG deneddylation, fluorescence polarization; inhibition, % at 12.5 µM; 360,000 tested, 0.38% active;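 active means pattern-corrected inhibition above about 35%, with an unprinted fluorescence ratio check between 0.5 and 1.5, limit read from the data, passing the limit was not always enough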;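 further: 0% = enzyme with substrate and 100% = substrate without enzyme; some results filed as inactive read as strong as hits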
# Target sequence (Q92905 whole entry, looked up, one chain of several): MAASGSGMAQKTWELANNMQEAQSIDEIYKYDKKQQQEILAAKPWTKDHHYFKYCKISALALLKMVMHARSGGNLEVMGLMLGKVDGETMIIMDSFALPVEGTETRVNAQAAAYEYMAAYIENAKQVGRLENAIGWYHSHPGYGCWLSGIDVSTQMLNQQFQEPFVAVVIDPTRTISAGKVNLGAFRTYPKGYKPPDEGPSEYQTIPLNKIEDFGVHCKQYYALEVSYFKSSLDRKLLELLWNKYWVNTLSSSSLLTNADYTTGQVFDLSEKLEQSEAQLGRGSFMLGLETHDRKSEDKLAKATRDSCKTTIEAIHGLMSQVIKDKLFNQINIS
#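 Assay system: Purified human Csn5 enzyme expressed in HEK293T cells | Amount: Enzyme 0.24 nM | Measured by: Fluorescence polarization readout | Medium: Tris/NaCl/DTT buffer, pH 7.5 | Compound dosing: One concentration, 12.5 µM, 0.25% DMSO | Times: 90 min incubation of compound, enzyme and substrate at room temperature | Control set: no-enzyme wells high, enzyme-with-substrate wells low | Read-out: % inhibition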
# TbMetRS inhib – Trypanosoma brucei MetRS inhibition; inhibition, % at 11.9 µM; 360,000 tested, 0.4% active; purified T. brucei MetRS, ATP depletion, Kinase-Glo luminescence;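 active means inhibition above a per-plate cutoff of the control wells' mean inhibition plus 3 SD, cut at about 5.5% in these data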;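 further: 0% = DMSO wells median and 100% = median of wells with control inhibitor compound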
#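 Material: T. brucei methionyl-tRNA synthetase, purified; reagent: substrates ATP, L-methionine and bulk Escherichia coli tRNA; dosing: 11.9 µM single point; timing: 15 min plus 2 h at 25 °C; detection: luminescence of leftover ATP; evaluation: % inhibition; control set: DMSO-only wells as low control; replicates: singlicate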
# eLon inh – inhibits E. coli Lon protease; P0A9M0; purified E. coli Lon protease, fluorescence polarization; inhibition, % at 7.94 µM; 360,000 tested, 0.42% active; AID 602123; in the data active means inhibition above about 13%, passing the limit was not always enough;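 further: 0% = enzyme with probe and DMSO and 100% = no enzyme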
# An asterisk follows results filed as active; i = inactive; x = not tested or not shown; + = active, no number.
# Start of the data: the first 3 entries, ahead of the listing:
No.	molecule	TbMetRS inhib	eLon inh	bovine MsrA act	Rin1-Abl PPI inh	FAS TE block	CSN deneddyl inh	PABP1 MLLE inh	Neddylation inh	MsrA inh
1	Cn1c(SCC(=O)Nc2cc([N+](=O)[O-])ccc2F)nnc1C(F)(F)F	-0.6	6	-3	-3	8	-5	4	i	0.4
2	CCc1c(-c2cccc(OC)c2)ncn1Cc1cccc(-c2ccccc2)c1	-0.6	x	x	x	x	-3	x	i	0.1
3	COC(=O)CSc1nc(NC(C)=O)nc(C)c1Br	0.0	-2	2	1	-9	-5	-6	i	-0.8

# This part in full, from the start:
No.	molecule	TbMetRS inhib	eLon inh	bovine MsrA act	Rin1-Abl PPI inh	FAS TE block	CSN deneddyl inh	PABP1 MLLE inh	Neddylation inh	MsrA inh
1	Cn1c(SCC(=O)Nc2cc([N+](=O)[O-])ccc2F)nnc1C(F)(F)F	-0.6	6	-3	-3	8	-5	4	i	0.4
2	CCc1c(-c2cccc(OC)c2)ncn1Cc1cccc(-c2ccccc2)c1	-0.6	x	x	x	x	-3	x	i	0.1
3	COC(=O)CSc1nc(NC(C)=O)nc(C)c1Br	0.0	-2	2	1	-9	-5	-6	i	-0.8
4	Cn1c(=O)n(Cc2ccccc2)c(=O)c2c1nc1n2CCCN1CCc1ccccc1	-0.3	-2	-3	-1	22	3	-9	i	0.0
5	CCNc1nc(N)c(C(=O)C23CC4CC(CC(C4)C2)C3)s1	-0.8	10	-5	0	7	1	-24	i	3.7
6	CCN(CC)c1ccc2c(-c3ccc(S(=O)(=O)O)cc3S(=O)(=O)[O-])c3ccc(=[N+](CC)CC)cc-3oc2c1	-3.2	+	-2	-12	-72	-72	183	i	x
7	CN(C)C(CNC(=O)c1ccc(NS(=O)(=O)c2ccc3[nH]c(=O)[nH]c3c2)cc1)c1ccccc1 (stereo not drawn)	-0.3	-13	-3	7	-5	-4	-5	i	0.7
8	C=C(C)c1cccc(C(C)(C)NC(=O)Nc2nnc(C(C)C)s2)c1	-0.1	-2	-4	-3	11	-1	-10	i	0.0
9	C=CCn1c(Br)nc2c1c(=O)n(C)c(=O)n2C	-0.2	5	-2	-1	-6	5	-2	i	-0.5
10	Cc1ccccc1C1(CCN2CCCCC2)CCOC(C)(C)C1 (stereo not drawn)	-0.7	1	-2	-2	-13	-5	-13	i	0.8
11	CC1CCC(NC(=O)N(CCCl)N=O)CC1 (stereo not drawn)	-1.1	-9	-8	1	-5	0	2	i	-0.2
12	CCN(CC)C(=O)N1CCc2ccccc2C1CN1C(=O)c2ccccc2C1=O (stereo not drawn)	-0.3	-2	-3	1	2	2	18	i	-0.2
13	COc1ccc(-c2csc(C(C)(NC(C)=O)c3ccccc3)n2)cc1 (stereo not drawn)	-0.4	-6	-4	-1	1	3	9	i	0.4
14	CC(Sc1nncs1)C(=O)NCC(=O)Nc1ccc(F)c(F)c1F (stereo not drawn)	-0.5	3	1	-4	-7	-3	-14	i	0.5
15	Cc1cc(C(=O)N2CCC2(C)C(=O)Nc2ccc3[nH]ncc3c2)nn1C (stereo not drawn)	-0.2	-3	-2	-2	-10	-5	-1	i	-1.1
16	CC(=O)NC1C(=O)Nc2c1cccc2C(F)(F)F (stereo not drawn)	0.3	0	-1	0	-2	1	6	i	-1.4
17	O=c1ccc2cc(S(=O)(=O)N3CCN(c4ccccc4)CC3)ccc2o1	0.2	1	-9	-1	-7	3	8	i	-0.1
18	CCOc1ccccc1NC(=O)Nc1ccc(Cl)cc1	0.2	-8	-7	-3	12	2	4	i	0.7
19	Cc1sc2nc(CSc3nnnn3-c3ccc(Cl)cc3)[nH]c(=O)c2c1C	-0.3	-32	-4	0	-6	34	-101	i	-0.5
20	CCOC(=O)N1CCC(NC(=O)CC(NS(=O)(=O)c2ccc(C)cc2)c2ccco2)CC1 (stereo not drawn)	-0.8	-2	-3	-2	-4	-6	-1	i	0.5
21	O=C(O)C1CCCN(S(=O)(=O)c2ccccc2[N+](=O)[O-])C1 (stereo not drawn)	-0.5	-5	-4	-4	-6	5	-4	i	-0.2
22	CCCc1ccc(C#N)c(SC2CC(=O)N(c3ccc(OC)cc3)C2=O)n1 (stereo not drawn)	-0.6	-9	-3	4	-4	-14	26	i	1.3
23	Cc1cnc(C(=O)NC2CC(C)(C)Cc3c2cnn3-c2ccccc2)cn1 (stereo not drawn)	-0.3	-4	-4	1	-2	7	-18	i	-0.4
24	Cc1nc(SCC(=O)NNC(=O)c2ccc(F)cc2)c2ccccc2n1	-0.7	-4	-12	-3	-4	2	10	i	0.6
25	C#CCNCCS(=O)(=O)N(Cc1ccc(Br)cc1)[C@@H](CC(C)C)C(=O)O	0.0	-6	-1	-2	2	4	-1	i	-0.2
26	N#Cc1ccc(C(=O)N2CCCC(c3cc(C(=O)NCc4cccnc4)no3)C2)cc1 (stereo not drawn)	-0.2	-4	0	0	-3	2	14	i	-1.4
27	CCOC(=O)c1c(C)oc2cc(Br)c(OC(=O)N3CCOCC3)cc12	-0.3	-5	1	-2	6	1	4	i	0.1
28	COc1cccc(NC(=O)C/C(C)=N/NC(=O)c2ccccc2Cl)c1	-0.4	-3	2	0	-4	-2	-14	i	-0.8
29	CN(C)C=C1C(=O)c2ccccc2C1=O	-0.9	-10	-3	1	-2	-1	7	i	2.3
30	O=C1CC(C(=O)Nc2ccc(F)cc2)S/C(=N\N=C\c2ccco2)N1 (stereo not drawn)	0.3	-6	-5	-1	-11	-9	6	i	6.3*

# Continuation.
No.	molecule	TbMetRS inhib	eLon inh	bovine MsrA act	Rin1-Abl PPI inh	FAS TE block	CSN deneddyl inh	PABP1 MLLE inh	Neddylation inh	MsrA inh
31	Cc1ccc(NS(=O)(=O)c2c(C)[nH]c(C)c2C(=O)N2CCCCC2)cc1C	4.0	3	0	-2	0	3	-4	i	-0.7
32	Cc1nc2c(o1)C(=O)c1ccccc1C2=Nc1ccccc1	-0.1	-15	-2	1	5	6	14	i	8.9*
33	Cc1cccc(CC2CC(=O)N(c3ccc([N+](=O)[O-])cc3)C2=O)c1 (stereo not drawn)	0.0	-9	0	-1	13	3	4	i	-0.7
34	NNC(=O)c1c(O)c2cccc3c2n(c1=O)CCC3	2.0	-3	-3	-1	3	2	7	i	0.5
35	Cc1ccc(-c2nnc(SCC(=O)OC(C)C)n2N)cc1	-0.3	-15	-4	-1	-8	-1	-24	i	0.1
36	CCOC(=O)C(OC(=O)c1sc(=S)n(C)c1C)C(C)=O (stereo not drawn)	0.2	-4	-3	0	-2	-1	-6	i	2.3
37	COC(=O)c1sc2ccccc2c1NC(=O)c1ccc(S(=O)(=O)N2CCCCC2C)cc1 (stereo not drawn)	0.1	-5	-7	2	20	-2	4	i	2.2
38	COCCNC(=O)c1ccccc1NC(=O)Cc1ccccc1	-1.7	-9	-11	-1	-3	-7	-11	i	0.5
39	CNC(=S)NNS(=O)(=O)c1ccc(OC)cc1OC	-0.6	1	-1	3	-4	-7	-13	i	1.6
40	Cc1ccc(S(=O)(=O)NCC(c2ccccc2)N2CCCCC2)cc1 (stereo not drawn)	-0.3	-3	-7	-2	2	-2	6	i	0.2
41	COC(=O)C1=C(C(=O)OC)C(c2cc(Br)ccc2O)c2sc(=O)[nH]c2S1 (stereo not drawn)	-0.6	-3	-5	-1	-12	-11	44*	i	2.8
42	COc1ccccc1N1CCN(C2CCCN(C(=O)c3csc(C)n3)C2)CC1 (stereo not drawn)	-0.5	-16	-5	4	-7	-6	-13	i	0.6
43	CCCOc1nc2ccccc2cc1/C=C/C(=O)O	0.2	-2	-3	-1	-3	-2	-2	x	2.4
44	O=C(NCc1ccco1)c1ccc(NC(=O)C2COc3ccccc3O2)cc1 (stereo not drawn)	-0.2	1	-3	-1	-4	-2	10	i	-1.3
45	Cc1ccc(NC(=O)COC(=O)/C=C/c2cccs2)cc1	-0.3	-10	-4	-2	-11	-9	17	i	0.8
46	CCCCC1CCC(C(=O)Nc2ccccc2N2CCOCC2)CC1 (stereo not drawn)	-0.2	-5	0	3	36	0	-8	i	-0.8
47	CC(C)(C)c1csc(NC(=O)C2COc3ccccc3O2)n1 (stereo not drawn)	0.4	6	-3	2	20	0	8	i	-0.5
48	CC(C)c1nc(SCC(=O)N2CC(=O)Nc3ccccc32)c2ccccc2n1	-0.7	-2	-4	-3	-2	-4	11	i	-0.2
49	COc1ccc(Cl)cc1NC(=O)CCN1C(=O)NC(C)(C)C1=O	0.1	6	-2	-2	-8	-3	7	i	0.1
50	N#Cc1c(C(F)(F)F)cc(-c2ccco2)nc1SCc1ccncc1	-0.5	-40	-2	2	18	25	-35	i	-0.1
51	CC(C)CNc1nnnc2c1sc1nc(N3CCOCC3)c3c(c12)CCCC3	-0.3	-5	-4	-1	-4	-1	-13	i	-0.5
52	O=C(Nc1cccc(S(=O)(=O)N2CCCCC2)c1)c1ccc(S(=O)(=O)C(F)F)cc1	-0.4	-2	-6	1	59*	1	-3	i	3.0
53	O=C(/C=C\Nc1ccc2c(c1)OCO2)c1ccc(Cl)s1	0.1	-1	-3	-1	-6	21	-149	i	-1.0
54	COc1ccc(-c2nc(CS(=O)CC(=O)NCc3ccc(F)cc3)c(C)o2)cc1 (stereo not drawn)	-0.8	-4	-2	0	-2	0	23	i	-0.9
55	C=CCn1c(SCC(=O)Nc2ccc(Br)cc2)nc(O)c(CC)c1=O	2.1	0	-8	2	-7	2	28	i	0.9
56	COC(=O)NCC(C)OC(=O)Nc1ccc(Cl)cc1 (stereo not drawn)	-0.9	-14	-4	-1	-5	4	-6	i	0.8
57	CCOC(=O)Nc1sc2c(c1C(=O)OCC)CCC2	0.2	-1	-3	-3	15	0	3	i	1.0
58	N/C(CSc1ccc(Cl)cc1)=N\NC(=O)c1ccncc1	-0.4	-16	-4	6	0	-6	1	i	0.6
59	Cc1ccc(-c2nc(SCC(=O)NCC3CCCO3)c(-c3ccc(C)cc3)[nH]2)cc1 (stereo not drawn)	0.0	-4	-6	-1	1	-3	0	i	0.2
60	COc1ccccc1N1CCN(c2ccc3cc(S(=O)(=O)N4CCCCC4)ccc3n2)CC1	0.0	-1	-2	1	29	0	-8	i	1.0

# Next part:
No.	molecule	TbMetRS inhib	eLon inh	bovine MsrA act	Rin1-Abl PPI inh	FAS TE block	CSN deneddyl inh	PABP1 MLLE inh	Neddylation inh	MsrA inh
61	O=C(/C=C/c1ccc2c(c1)OCO2)NCc1ccc(F)cc1	0.0	2	-5	0	0	-12	1	i	3.3
62	CC(C)CC(=O)N1CCN(C(=O)c2cccc(F)c2)CC1	-1.0	-9	-2	-1	-7	-5	5	i	-0.4
63	O=C(COC(=O)c1cnccn1)Nc1cc(S(=O)(=O)N2CCOCC2)ccc1Cl	-0.2	-15	0	1	-12	-4	-3	i	-1.3
64	CN(C)c1ncnc2c1ncn2[C@H]1CN(Cc2cccs2)C[C@@H](CO)O1	-0.2	-1	-2	-2	-7	1	7	i	0.6
65	O=C(C[n+]1cccc(/C=N/O)c1)N1CCCCCC1	-0.7	-2	-1	-2	-14	-2	-5	i	-1.2
66	O=C(CN1C(=O)NC(CCc2ccccc2)C1=O)N1CCCCCC1 (stereo not drawn)	0.4	-10	-2	1	-3	4	-10	i	0.7
67	COc1ccc2sc(SCCCS(=O)(=O)O)[n+](CCCS(=O)(=O)[O-])c2c1	-1.5	6	-16	5	-11	0	34	i	0.2
68	C=C(C)C1Cc2c(C)nn(-c3ccccn3)c2C1 (stereo not drawn)	-1.2	-1	-4	1	5	-1	-1	i	-0.5
69	N=C1C(c2ccccc2)=C(O)CN1c1cccc(S(N)(=O)=O)c1	2.9	-1	-3	-2	-7	-3	-11	i	-0.6
70	CCOC(=O)C1=CC(=O)CC(C)(C)O1	-0.1	-6	-1	0	-7	-2	-2	i	0.4

# An unsorted share of the library; overall some 4% were active at least once.
